CHT inh – inhibits the human high affinity choline transporter; CHT-expressing cells, membrane potential dye, choline response; active compounds read low; B-score at 10 µM; actives 0.86% (n = 310,000);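 active = B-score over 3 SD under the library average, and starting fluorescence ratio not unusually high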;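 note: choline stimulus applied at its EC90 after an EC20 pre-addition; B-score computed on integrated fluorescence ratio after choline addition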
Target sequence (Q9GZV3 whole entry, looked up): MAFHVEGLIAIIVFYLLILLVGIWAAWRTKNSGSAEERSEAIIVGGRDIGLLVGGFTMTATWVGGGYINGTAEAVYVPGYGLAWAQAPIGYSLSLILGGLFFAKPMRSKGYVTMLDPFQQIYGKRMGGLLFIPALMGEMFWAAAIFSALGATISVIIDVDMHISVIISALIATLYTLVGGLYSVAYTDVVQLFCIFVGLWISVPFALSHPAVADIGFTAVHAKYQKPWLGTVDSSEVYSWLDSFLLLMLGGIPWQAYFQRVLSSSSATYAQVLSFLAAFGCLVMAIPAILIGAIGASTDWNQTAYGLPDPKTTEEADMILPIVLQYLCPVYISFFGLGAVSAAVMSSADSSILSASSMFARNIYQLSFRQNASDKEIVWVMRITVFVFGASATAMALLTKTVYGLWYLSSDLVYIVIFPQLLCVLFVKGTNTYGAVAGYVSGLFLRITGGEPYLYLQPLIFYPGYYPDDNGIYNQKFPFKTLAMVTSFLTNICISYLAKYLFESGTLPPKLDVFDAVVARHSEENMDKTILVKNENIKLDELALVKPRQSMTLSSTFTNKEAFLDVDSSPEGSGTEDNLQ
Kir21 block – Kir2.1 (mouse) channel inhibition; AID 1672; actives 0.85% (n = 310,000); HEK293-Kir2.1, FluxOR thallium flux fluorescence; active compounds read low; B-score at 10 µM; P35561;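 active = fluorescence ratio B-score at or below minus 3 SD of library scores, with starting-brightness B-score within 2 SD, cut at about -4.2 in these data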;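 note: channel flux triggered by added potassium and thallium sulfate stimulus; B-score of peak minus minimum fluorescence over baseline after thallium stimulus; more negative B-score means stronger Kir2.1 block with less thallium influx; some compounds called inactive have numbers as strong as hits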
Target sequence (P35561 whole entry, looked up): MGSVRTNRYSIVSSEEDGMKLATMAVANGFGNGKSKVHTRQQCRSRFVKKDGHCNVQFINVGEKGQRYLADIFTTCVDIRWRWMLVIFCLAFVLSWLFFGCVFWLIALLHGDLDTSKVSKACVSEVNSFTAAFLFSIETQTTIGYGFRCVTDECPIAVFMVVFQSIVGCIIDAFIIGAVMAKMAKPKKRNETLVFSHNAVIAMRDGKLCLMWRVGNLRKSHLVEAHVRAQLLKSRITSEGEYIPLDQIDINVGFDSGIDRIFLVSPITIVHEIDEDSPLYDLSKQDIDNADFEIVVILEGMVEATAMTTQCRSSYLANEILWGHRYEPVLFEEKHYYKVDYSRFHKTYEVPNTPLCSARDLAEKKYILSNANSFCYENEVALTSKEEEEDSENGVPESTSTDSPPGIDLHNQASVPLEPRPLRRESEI
Active calls of the source: *; i = inactive; · = no result given. Hits appear at their usual frequency, and some 1.6% of all compounds hit somewhere here.

Start of the listing, in advance, 7 compounds:
SMILES	CHT inh	Kir21 block
O=C(CS(=O)(=O)c1cn(Cc2ccc(F)cc2)c2ccccc12)N1CCOCC1	i	-0.94
Cc1ccc(/C=N/NC(=O)c2nnn(-c3nonc3N)c2C(C)C)s1	i	1.1
Cc1ccc(NCc2ccc(Cl)nc2)c(NCc2ccc(Cl)nc2)c1	i	-0.5
CCOC(=O)NC(Nc1nnc(C)s1)(C(=O)OCC)C(F)(F)F (stereo not given)	i	0.01
CC1=C(C)SC(=C(C#N)c2nnc(N3CCOCC3)n2-c2ccccc2)S1	i	-2.1
CC(=O)NC(CCS(C)(=O)=O)C(=O)Nc1cccc(Cl)c1Cl (stereo not given)	i	0.78
COc1ccc(NC(=O)C(Cc2ccccc2)n2cccc2)c(OC)c1 (stereo not given)	i	0.66

All compounds of this part, repeating the preview:
SMILES	CHT inh	Kir21 block
O=C(CS(=O)(=O)c1cn(Cc2ccc(F)cc2)c2ccccc12)N1CCOCC1	i	-0.94
Cc1ccc(/C=N/NC(=O)c2nnn(-c3nonc3N)c2C(C)C)s1	i	1.1
Cc1ccc(NCc2ccc(Cl)nc2)c(NCc2ccc(Cl)nc2)c1	i	-0.5
CCOC(=O)NC(Nc1nnc(C)s1)(C(=O)OCC)C(F)(F)F (stereo not given)	i	0.01
CC1=C(C)SC(=C(C#N)c2nnc(N3CCOCC3)n2-c2ccccc2)S1	i	-2.1
CC(=O)NC(CCS(C)(=O)=O)C(=O)Nc1cccc(Cl)c1Cl (stereo not given)	i	0.78
COc1ccc(NC(=O)C(Cc2ccccc2)n2cccc2)c(OC)c1 (stereo not given)	i	0.66
CC(C)(C)n1nnnc1CN1C2CCC1CC(NC(=O)Nc1ccccc1)C2 (stereo not given)	i	-0.19
CON(C)c1nc(OCCNC(=O)COc2ccc(Cl)cc2C)nc(N(C)C)n1	i	-2.6
O=C(N/N=C/c1cccc(OC(=O)c2cccc(Br)c2)c1)c1ccncc1	i	1.4
OCCC1CN(Cc2cccc(O)c2)CCN1CCc1ccccc1 (stereo not given)	i	-0.1
c1ccc2c(c1)ccc1nnc(SCc3ccc4c(c3)OCCO4)n12	i	-0.96
Fc1ccc(/C=N/NC(=S)Nc2ccc(Cl)cc2)cc1F	i	-1.1
Cc1cc(C)c(C(=O)Nc2ccc(S(=O)(=O)Nc3ccccn3)cc2)c(C)c1	-14*	0.54
O=C(O)Cn1c(-c2ccccc2)nc2ccccc21	i	1.2
O=c1[nH]c(CN2CCN(c3ccc(F)cc3)CC2)nc2ccccc12	i	1.2
C/C(N)=C(/C#N)C(=O)COC(=O)C1CSC2(c3ccc(F)cc3)CCC(=O)N12 (stereo not given)	i	-0.55
Cc1cccc(-c2nnc(SCC#N)n2-c2ccccc2)c1	i	-3.8
CC(C)(C)NC(=O)Nc1nnc(SCC(=O)NC2CCCCC2)s1	i	-1.4
COC(=O)[C@@H]1[C@@H](C)OC(=O)N[C@H]1c1ccccc1	i	0.35
CCOc1ccc(C(C)=O)cc1CSc1nnc(N)s1	i	-0.03
CCCc1ccc(C2C3=C(CC(C)(C)CC3=O)NC3=C2C(=O)c2ccccc23)cc1 (stereo not given)	i	-2.1
Cc1ccc(C(=O)C(C)OC(=O)c2n[nH]c(=O)c3ccccc23)cc1 (stereo not given)	i	-0.16
C=CCNC(=O)CN1CCC(NC(=O)c2ccco2)CC1	i	0.02
CN1C(=O)C2(C(C#N)=C(N)N(c3cc(Cl)cc(Cl)c3)C3=C2C(=O)CC(C)(C)C3)c2ccccc21 (stereo not given)	i	0.33
COc1ccc(C(=O)/C=C/N(C)C)cc1	i	-0.12
Cc1cc(C)nc(SCC(=O)Nc2nccs2)n1	i	-0.19
COCCn1c(=O)[nH]c2cc(C(=O)N3CCN(c4ccccc4OC)CC3)ccc2c1=O	i	0.77
Cc1c(CCC(=O)NCCCN2CCCC2=O)c(=O)oc2cc(O)ccc12	i	-2
Cc1ccc(C(=O)COC(=O)C2CC3CCCC(C2)C3=O)cc1[N+](=O)[O-] (stereo not given)	i	0.01
COC(=O)c1ccccc1NC(=O)CCS(=O)(=O)c1cc2c(cc1C)NC(=O)CO2	i	-1.4
CC(/C=N/NC(=O)c1cc(-c2cccs2)[nH]n1)=C\c1ccccc1	i	1.4
Cc1ccsc1C(=O)N[C@@H](C)c1nnc2ccccn12	i	2.1
COc1cc(C(=O)OCC(=O)Nc2cc(-c3cc(C)c(C)cc3C)nn2-c2ccccc2)cc(OC)c1OC	i	0.39
O=C(CN(Cc1ccccc1)S(=O)(=O)c1ccc(F)cc1)NCc1ccccn1	i	1.7
COc1ccc2[nH]c(=O)c(C(=O)O)cc2c1	i	-0.41
O=C(N/N=C/c1c[nH]c2ccccc12)C1CC(=O)N(c2ccccc2)C1 (stereo not given)	i	2
CCN(CC)S(=O)(=O)c1cccc(C(=O)Nc2sc3c(c2C(N)=O)CCCC3)c1	i	0.79
O=[N+]([O-])c1ccc(Nc2ccccc2)c2nonc12	-6*	0.68
COC(=O)C1=C(C)OC(N)=C(C#N)C1c1cc2cccc(C)c2nc1Cl (stereo not given)	i	-1.7
O=C(Nc1ccc(F)c(Cl)c1)C1CCN(c2ncnc3c2nc2n3CCCCC2)CC1	i	-0.64
O=S(=O)(NCc1csc(-c2cccs2)n1)c1ccc(Cl)cc1	-6.6*	-11*
COCCNC(=O)c1cccc(OC2CCN(Cc3cccc(SC)c3)CC2)c1	i	-2.9
Cc1cnc(NC(=O)C2(c3ccccc3)CC2)s1	i	-0.65
COc1cc(C(c2nnnn2C2CCCC2)N2CCN(C)CC2)cc(OC)c1OC (stereo not given)	i	-0.33
COc1cc(OC)cc(C(=O)NNC(=S)Nc2ccccc2OC)c1	i	0.16
CC(=O)c1ccc(-n2nnnc2SCC(=O)NC2CCCCC2)cc1	i	0.48
COc1ccc(Cl)cc1C(=O)Nc1nnn(C)n1	i	1.7
Cc1cc(C)n(-c2ccc(C(=O)Nc3ccc(S(=O)(=O)NCc4ccco4)cc3)cc2)n1	i	-0.1
Cc1cc(C)c(NC(=O)CN2C(=O)NC3(CCCCC3)C2=O)c(Cl)c1	i	0.84
Next compounds follow.
SMILES	CHT inh	Kir21 block
CCC1(C)Cc2nc3[nH]c(=S)n(-c4ccccc4)c(=O)c3cc2CO1 (stereo not given)	i	-1.4
N#CCCn1cc(C(=O)N2CCOCC2)c(-c2ccc3c(c2)OCCO3)n1	i	1.1
CCn1nnnc1SCC(=O)N1CCCc2ccccc21	i	2.2
O=C(CN1CCOCC1)N/N=C/C=C/c1ccccc1	i	1.1
COc1cc(/C=C(\C#N)c2nc3ccccc3s2)cc([N+](=O)[O-])c1O	·	-0.51
CCOC(=O)N1CCC(NC(=O)CCc2nc(-c3ccc(C)cc3)no2)CC1	i	0
COc1cc(NS(=O)(=O)c2ccc(NC(=O)/C=C/c3cccc([N+](=O)[O-])c3)cc2)ncn1	i	-0.35
CC(OC(=O)c1ccc(Cl)c(S(=O)(=O)N2CCCC2)c1)C(=O)NC1CCCCC1C (stereo not given)	i	1.7
O=C1NC2(CCCCC2)NN1c1ccccc1	i	2.9
CCOCCCNC(=O)C(NC(=O)c1cnccn1)c1ccc(OC)cc1 (stereo not given)	i	-0.84
COc1cccc(-c2nc(N3CCN(c4ccccc4)CC3)c3ccccc3n2)c1O	i	-0.66
Cc1ccccc1CNC(=O)c1cc(COc2ccc(F)cc2F)on1	i	-2.6
CC(=O)Nc1ccc(OCC(O)CN2CCN(Cc3ccccc3)CC2)cc1 (stereo not given)	i	0.11
O=C(COC(=O)c1ccc(O)cc1O)N=c1sccn1Cc1ccccc1Cl	i	-1.9
c1ccc(-c2csc(-n3cccn3)n2)cc1	i	-0.29
Cc1ccc(C)c2[nH]c(=O)c(CCNC(=O)CCc3ccccc3)cc12	i	-1.4
Cc1c(-c2ccc(O)cc2)nc2nc(-c3ccccc3)c(-c3ccccc3)nn12	i	-8.9
COc1ccccc1NC(=O)CS(=O)(=O)c1cn(CC(=O)N(C(C)C)C(C)C)c2ccccc12	i	0.13
CC(C)CCNC(=O)CN(Cc1cccs1)C(=O)CCC(=O)Nc1nccs1	i	-0.3
Cc1cc(C)nc(NC(=O)c2ccc(Cl)c([N+](=O)[O-])c2)n1	i	1.2
O=C(N=C1SC2CS(=O)(=O)CC2N1c1ccc(F)c(Cl)c1)C1CC1 (stereo not given)	i	-1.4
O=C(/C=C/c1ccccc1)N1CCN(CC(O)COc2ccccc2)CC1 (stereo not given)	i	-0.48
COc1ccc(Nc2ncnc3c2cnn3Cc2ccccc2)cc1OC	i	-0.38
COc1ccc(OCC(=O)Nc2ccc(C)cc2)cc1	i	-2.2
Cc1ccc(C)c(OCC(=O)NCC(C)C)c1C	i	0.56
Cc1nn(-c2ccccc2)c(C)c1NC(=O)c1cccs1	i	-1.4
CCCN1C2CCCC1CC(NC(=S)Nc1cc(C)ccc1C)C2 (stereo not given)	i	-1.4
COc1ccc(CCn2c(S)nc3ccccc3c2=O)cc1	i	0.06
CC(C)Cc1nnc(NC(=O)CSc2nc(=O)cc(N)n2-c2ccccc2)s1	i	1
CCCn1c(SCCC(=O)O)nc2ccccc21	i	0.01
CCn1cc(S(=O)(=O)CC(=O)N2CCc3ccccc32)c2ccccc21	i	-1.1
NNC(=O)c1ccc(COc2ccccc2)cc1	i	-1.4
N#CCN1CCN(CCC(=O)Nc2ccc(OCc3ccccc3)cc2)CC1	i	-0.72
Cc1c(C(=O)NCCCN2CCCC2=O)oc2ccc(S(=O)(=O)N3CCOCC3)cc12	i	·
C=CCOc1ccc(/C=C/C(=O)OCC(=O)N(C)CC(=O)Nc2ccc(F)cc2)cc1	i	0.16
Cc1ccc(CNc2ncccc2-c2nc3cc(Cl)ccc3o2)cc1	i	1.2
O=C(O)C1Nc2c(cccc2C(F)(F)F)C2C=CCC12 (stereo not given)	i	1.2
O=C1NN=C(c2ccc(Br)cc2)CC1c1ccc(Cl)cc1 (stereo not given)	i	-0.68
Cc1nn(C)c(C(=O)Nc2ccc3c(c2)OCO3)c1[N+](=O)[O-]	i	2.6
CNC(=S)N1CCc2ccccc2C1	i	-0.04
COc1cccc(CC(=O)Nc2ccc(S(=O)(=O)N3CCOCC3)cc2)c1	i	1.3
COc1cccc(SCc2noc(C(=O)NCc3ccccc3)c2C(=O)NCc2ccccc2)c1	i	-0.2
Cc1ccc(NC(=O)C2(c3cccs3)CCOCC2)cc1C	i	-2.2
CCSc1nnc(-c2cccs2)o1	i	1.6
CN(C)c1ccc(-c2noc(C3CCN(S(=O)(=O)c4ccc(C(=O)O)cc4)CC3)n2)cc1	i	-1.7
CCCC(=O)Nc1nc(CC(=O)OCC)cs1	i	0.94
CCOC(=O)c1ccccc1NC(=O)c1nc2nccc(C)n2n1	i	-0.02
CC(C)(C)NC(=O)COC(=O)c1cncc(Br)c1	i	1.4
Nc1ccc(C2=Nc3cccc4cccc(c34)N2)cc1	·	0.93
O=C(c1ccccc1[N+](=O)[O-])N1CCc2ccccc2C1	i	0.48

Record cards (already shown). Values in the order: CHT inh | Kir21 block
CCOC(=O)c1ccccc1NC(=O)c1nc2nccc(C)n2n1 is entered as i | -0.02
Cc1ccc(NC(=O)C2(c3cccs3)CCOCC2)cc1C is entered as i | -2.2
COc1cccc(SCc2noc(C(=O)NCc3ccccc3)c2C(=O)NCc2ccccc2)c1 is entered as i | -0.2

The list goes on.
SMILES	CHT inh	Kir21 block
CC(C)CCNC(=O)C1CCN(S(=O)(=O)c2ccc3c(c2)CC(C)N3C(=O)C2CC2)CC1 (stereo not given)	i	1.3
CC1(C)CC2(CC(c3ccccc3)Oc3cc(O)ccc32)NC(=S)N1 (stereo not given)	i	-1.6
Cc1cc(C)n(-c2ccc(C(=O)Nc3ccccn3)cc2)n1	i	0.12
COc1cc(NC(=O)CN2CCN(C(=O)C3CCCO3)CC2)c(OC)cc1Cl (stereo not given)	i	0.97
CC(Oc1ccccc1Br)C(=O)N1CCc2ccccc21 (stereo not given)	i	-1.2
CN(C)CCOc1ccccc1-c1ccccc1	i	-0.33
O=C(/C=C/c1ccc(Cl)c([N+](=O)[O-])c1)c1ccc(O)cc1	i	0.02
COc1ccc(-c2[nH]ncc2CN2CCCC2c2nonc2C)c(F)c1 (stereo not given)	i	-0.5
Clc1cc(Br)ccc1OCCOCCOc1cccc2cccnc12	i	-0.73
CCOC(=O)c1c(C)[nH]c(C)c1S(=O)(=O)N(C)CC(=O)Nc1cccc(C)c1	i	1.3
CN1CCN(c2nc(-c3ccc(Cl)cc3Cl)nc3ccccc23)CC1	i	-1.2
Cc1ccc(-c2nc3cnccn3c2Nc2c(C)cccc2C)o1	i	-2.1
Cc1ccc2cc(-c3noc(C4CCCCC4)n3)c(=O)[nH]c2c1	i	0.09
CCC(=O)Nc1ccc(-c2ccc(N3CCCCC3)nn2)cc1	i	-0.64
CCc1ccc(-c2cc(C(=O)NN3CCOCC3)c3ccccc3n2)cc1	i	-0.37
O=C(N/N=C/c1cccs1)c1cc(-c2ccncc2)nc2ccccc12	i	1.7
O=C(Nc1ccncc1)c1cccc(S(=O)(=O)N2CCCC2)c1	i	0.82
Cc1nnc(SCC(=O)Nc2nc(-c3ccccc3)cs2)n1N	i	-0.01
COc1ccc(CN(C)S(=O)(=O)c2nnc(NC(=O)c3cccc(F)c3)s2)cc1	i	1.5
COC(=O)c1ccc2c(C(C)(C)O)c(C(C)(C)O)[nH]c2c1	i	-0.94
Clc1ccc(OCc2nnc(SCc3nc4ccccc4[nH]3)n2Cc2ccco2)cc1	i	-1.6
Cc1ccc(C)c(CN2CCC(CNC(=O)CCc3nnc4ccc(N5CCC(C)CC5)nn34)CC2)c1	i	-1
O=[N+]([O-])c1ccccc1/C=N\N1CCN(Cc2ccccc2Cl)CC1	i	-1.3
c1ccc(-c2cn(CC3CCCCC3)nn2)cc1	i	-0.6
